RAD54 inh – blocks human RAD54 Holliday junction branch migration. inhibition, % at 10.4 µM. AID 602329. FAM/BHQ fluorescence. hit rate 0.14% among 360,000. Q92698;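 active means mean normalized replicate activity at least 40 and at least half of replicates scoring 40 or more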;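 further: 0% = median of neutral control wells and 100% = median of positive control wells; inhibitors cause a drop in the FAM fluorescence signal; in these data hits start at about 50%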
RAD52 anneal inh – blocks human RAD52 DNA annealing; P43351; recombinant RAD52 DNA annealing, FRET fluorescence; inhibition, % at 18.7 µM; hit rate 0.46% among 360,000; AID 651710;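 active means every replicate showing at least 50% inhibition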
Target sequence (P43351 whole entry, looked up): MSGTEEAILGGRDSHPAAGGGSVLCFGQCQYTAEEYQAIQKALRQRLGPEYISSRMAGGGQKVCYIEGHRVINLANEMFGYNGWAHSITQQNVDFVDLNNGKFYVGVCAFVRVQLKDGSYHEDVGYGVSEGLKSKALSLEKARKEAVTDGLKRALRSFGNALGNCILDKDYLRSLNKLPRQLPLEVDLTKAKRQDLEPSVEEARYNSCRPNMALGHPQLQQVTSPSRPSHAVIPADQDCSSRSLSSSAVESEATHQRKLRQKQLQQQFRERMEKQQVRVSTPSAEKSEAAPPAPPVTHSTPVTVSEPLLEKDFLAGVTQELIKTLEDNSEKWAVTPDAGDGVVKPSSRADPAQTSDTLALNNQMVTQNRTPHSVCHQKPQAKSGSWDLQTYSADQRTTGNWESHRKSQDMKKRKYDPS
Cneo AK release – Cryptococcus neoformans lysis via adenylate kinase release. lysis activity, % at 15 µM. AID 651654. hit rate 0.2% among 360,000. C. neoformans lysis, adenylate kinase release luminescence, 4 h; normalised: neutral wells 0, clomiphene wells 100;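 active means mean lysis activity across replicates of at least 80%, whatever share of replicates individually reach that level; inactive means mean lysis activity below 80%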
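Material: C. neoformans cells; Schedule: 4 h static compound exposure, 37 °C, read 1 h post-reagent; Measured by: adenylate kinase release luminescence; Read-out: signal increase indicating cell lysis; Controls: Clomiphene as positive lysis control.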
ERAP1 inh – ERAP1 (human) enzyme inhibition. recombinant ERAP1, Leu-AMC fluorescence, 60 min. inhibition, % at 10.7 µM. hit rate 0.15% among 340,000. AID 652197;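 active means mean replicate inhibition of at least 30%, or all replicates individually reaching that 30% level; inactive means mean below 30% and not every replicate reaching it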;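 further: 0% = neutral control wells and 100% = L-leucinethiol positive control wells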
miR-122 sensor – miR-122 inhibition in Huh7 cells; Huh7 miR-122 Renilla luciferase sensor, 48 h; neutral wells = 0, positive control = 100; activation (reporter increase), % at 12.5 µM; hit rate 0.3% among 340,000;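 active means mean replicate activation score at least 90 and every replicate individually at or above 90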;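 further: higher luciferase means less miR-122 activity so hits act as miR-122 inhibitors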
PGC1a acetyl inh – lowers PGC1a acetylation signal in U2OS cells; AlphaScreen anti-acetyl-lysine; with virally co-expressed GCN5 acetyltransferase; inhibition, % at 15.6 µM; hit rate 0.17% among 350,000;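 active means every replicate shows inhibition of at least 40%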;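 further: 0% = neutral control wells and 100% = positive control wells; some results beyond the cut were filed as inactive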
E-sel inducer – E-selectin induction on HUVECs; P16581; HUVEC E-selectin immunofluorescence imaging; normalized: neutral wells 0, TNF-alpha wells 100; activation, % at 7.58 µM; hit rate 0.37% among 260,000;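 active means mean E-selectin-positive cell signal at least 10% of the positive control, reached in at least 60% of replicates, without over 20% cell loss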;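 further: in these data hits start at about 27%; measured in HUVEC primary endothelial cells; signal is the percent of cells scored E-selectin positive by PE staining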
Target sequence (P16581 whole entry, looked up): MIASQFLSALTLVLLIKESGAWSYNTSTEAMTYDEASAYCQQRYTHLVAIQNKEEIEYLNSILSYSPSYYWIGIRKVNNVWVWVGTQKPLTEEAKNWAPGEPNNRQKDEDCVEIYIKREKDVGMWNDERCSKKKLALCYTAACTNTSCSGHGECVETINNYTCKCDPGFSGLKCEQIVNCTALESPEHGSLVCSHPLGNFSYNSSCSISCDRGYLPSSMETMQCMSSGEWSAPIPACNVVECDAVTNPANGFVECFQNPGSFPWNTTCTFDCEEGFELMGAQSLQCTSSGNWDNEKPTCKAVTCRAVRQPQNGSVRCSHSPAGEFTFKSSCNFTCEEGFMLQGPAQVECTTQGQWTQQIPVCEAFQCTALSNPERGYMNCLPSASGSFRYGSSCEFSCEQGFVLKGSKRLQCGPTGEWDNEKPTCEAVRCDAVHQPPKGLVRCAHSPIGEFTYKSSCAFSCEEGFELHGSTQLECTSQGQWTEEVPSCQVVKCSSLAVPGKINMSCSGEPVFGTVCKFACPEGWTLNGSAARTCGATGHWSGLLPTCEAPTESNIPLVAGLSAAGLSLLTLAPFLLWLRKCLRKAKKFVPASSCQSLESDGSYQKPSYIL
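System: HUVEC, human umbilical vein endothelial cells; quantity: 3,000 cells/well; buffer or medium: EGM-2 medium, gelatin-coated wells; dosing: single-point compound dose; detection: immunofluorescence imaging; evaluation: % PE-positive cells; benchmarks: TNF-alpha, DMSO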
PglD DTNB – blocks C. jejuni PglD acetyltransferase activity. purified PglD enzyme, DTNB colorimetric CoA detection. inhibition, % at 12.5 µM. hit rate 0.098% among 360,000; in the data active means inhibition above about 16%, passing the limit was not always enough; further: strong numbers were not always called active
Starred values were filed as active, the others as inactive; . = no result given; [ ] = another dose, or the depositor's remark.

nr	structure	RAD54 inh	RAD52 anneal inh	Cneo AK release	ERAP1 inh	miR-122 sensor	PGC1a acetyl inh	E-sel inducer	PglD DTNB
1	CCCNC(=O)C[C@@H]1CC[C@H]2[C@@H](COc3ccc(NS(=O)(=O)CC)cc3C(=O)N2C)O1	-1	3	-7	1	-6[16.7 µM]	1	-0.1	4
2	COc1ccc(NS(=O)(=O)c2cccc(C(=O)NCC(c3ccccc3OC)N3CCCC3)c2)cc1 (configuration not stated)	-2	-6	5	-2	.	.	0.1	-1
3	O=C1CN(Cc2nc3cc(Cl)ccc3c(=O)[nH]2)CCN1	6	-32	0	4	-19	-10	4.5	0
4	COc1ccccc1N1CCN(C(=O)C2CCCCN2S(=O)(=O)c2ccc(C)cc2)CC1 (configuration not stated)	.	-24	-1	1	-2	6	1.2	-2
5	O=C(NCCc1ccccc1)C1(c2ccccc2)CCCC1	1	-7	0	-3	1	-17	.	-2
6	Cc1ccc(C([O-])=C(C(=S)NCc2ccccc2)[n+]2cccc(CO)c2)cc1[N+](=O)[O-]	2	-6	-3	-1	0	10	-0.1	2
7	COc1cccc(CNC(=O)CCS(=O)(=O)c2cccc3nonc23)c1	0	.	3	.	0	-8	.	-3
8	Cc1cc(C)n(CC(=O)NNC(=O)c2cccc(C(F)(F)F)c2)n1	2	-6	0	0	-3	.	.	6
9	COc1ccccc1NC(=O)N[C@@H]1CC[C@@H](CC(=O)N[C@@H](C)c2ccccc2)O[C@H]1CO	3	-14	-10	-1	.	2	-0.5	-4
10	Cc1ccc(C)c(S(=O)(=O)NCc2cccnc2)c1	-1	-9	-1	-4	26	-9	.	1
11	O=C1COc2ccc(C(=O)CSc3nnc(Cc4cccs4)n3-c3ccc(Cl)cc3)cc2N1	-11	.	-1	.	-3	-2	.	4
12	C[C@H](CO)N1C[C@H](C)[C@@H](CN(C)C(=O)c2ccccn2)Oc2ncc(-c3ccc(F)cc3)cc2C1=O	2	-3	-3	1	-1[16.7 µM]	-6	0.5	-1

New compounds follow.
nr	structure	RAD54 inh	RAD52 anneal inh	Cneo AK release	ERAP1 inh	miR-122 sensor	PGC1a acetyl inh	E-sel inducer	PglD DTNB
13	Cn1c(SCC(=O)Nc2ccc(Cl)cc2F)nnc1-c1ccco1	-3	-13	2	2	-9	3	0.0	-4
14	COC(=O)CN1C(=O)COc2ccc(S(=O)(=O)N3CCCCC3)cc21	3	-18	-1	2	-1	5	.	5
15	COc1cc(/C=C(\C#N)c2nc3ccccc3[nH]2)c([N+](=O)[O-])cc1OCc1ccccc1	1	.	2	.	3	-53	.	0
16	CCC(=O)Nc1nc(C)c(-c2csc(Nc3cccc(C(=O)O)c3)n2)s1	.	-8	.	4	2	12	0.7	.
17	CC(=O)c1ccc(NC(=O)c2cccc(S(=O)(=O)N3CCN(C)CC3)c2)cc1	1	-8	5	0	5	-8	0.1	-6
18	COc1cccc(NC(=O)c2oc3ccccc3c2NC(=O)C(C)(C)C)c1	0	.	1	.	6	-13	.	-5
19	O=C(NC1CCCCC1)C(c1ccc2ncccc2c1)N(Cc1ccc(F)cc1)C(=O)c1cccs1 (configuration not stated)	2	.	-1	.	8	-16	.	0
20	CC(=O)c1c(-c2ccccc2)c2cc(Cl)ccc2n(C)c1=O	-7	6	0	-2	-3	10	-0.1	-4
21	CCn1c(CNS(=O)(=O)c2ccc(Br)cc2)nnc1SC	-2	-7	-11	-5	0	2	-0.2	1
22	COc1ccc(CNC(=O)C[C@@H]2C[C@@H]3c4cc(NC(=O)CC5CC5)ccc4O[C@@H]3[C@@H](CO)O2)cc1	-9	.	1	.	0[16.7 µM]	7	-0.3	-6
23	C[C@H]1CN([C@@H](C)CO)C(=O)c2cccc(NC(=O)C3CCCCC3)c2O[C@@H]1CN(C)Cc1ccncc1	4	8	0	0	14[16.7 µM]	10	0.7	-3
24	COc1ccc(NC(=O)Nc2cccc3c2O[C@@H](CN(C)C(=O)Nc2c(C)noc2C)[C@@H](C)CN([C@H](C)CO)C3=O)cc1	1	-1	6	1	1[16.7 µM]	-13	-0.1	2

3 of the compounds above, with two lines to a compound.
Values in the order: RAD54 inh | RAD52 anneal inh | Cneo AK release | ERAP1 inh | miR-122 sensor | PGC1a acetyl inh | E-sel inducer | PglD DTNB
4) COc1ccccc1N1CCN(C(=O)C2CCCCN2S(=O)(=O)c2ccc(C)cc2)CC1 (configuration not stated)
→ . | -24 | -1 | 1 | -2 | 6 | 1.2 | -2
5) O=C(NCCc1ccccc1)C1(c2ccccc2)CCCC1
→ 1 | -7 | 0 | -3 | 1 | -17 | . | -2
6) Cc1ccc(C([O-])=C(C(=S)NCc2ccccc2)[n+]2cccc(CO)c2)cc1[N+](=O)[O-]
→ 2 | -6 | -3 | -1 | 0 | 10 | -0.1 | 2

Continued:
nr	structure	RAD54 inh	RAD52 anneal inh	Cneo AK release	ERAP1 inh	miR-122 sensor	PGC1a acetyl inh	E-sel inducer	PglD DTNB
25	NC(=O)c1noc(C(=O)N(CC(=O)NC2CCCC2)Cc2ccc3c(c2)OCO3)c1N	-1	.	-1	.	-3	8	.	-1
26	CCCCN(CC)CCCNC(=O)CC1Oc2ccccc2NC1=O (configuration not stated)	-5	-8	-1	-1	2	-2	.	-3
27	CCOc1ccc(OCC)c(S(=O)(=O)N2CCOCC2)c1	-3	-10	0	-1	-3	-6	-3.0	-4
28	COc1cc(C(=O)N2CCCCC2)ccc1OCC(=O)Nc1ccc(F)cc1	-3	2	-1	1	-2	-2	-0.4	0
29	N#CC1=C2Sc3ccccc3N2CCCC1=O	6	-12	0	-1	8	-1	.	6
30	CCCn1c(-c2ccc[nH]c2=O)nc2ccccc21	-7	-9	1	9	1	-11	.	-3
31	O=C(Cc1nc2ccccc2[nH]c1=O)c1ccc(Cl)cc1	.	-45	.	3	.	-3	3.7	.
32	CC(C(=O)NCC(=O)Nc1ccc(F)c(F)c1F)N1CCN(c2ccc(O)cc2)CC1 (configuration not stated)	7	-4	7	4	-2	-4	.	5
33	COc1ccc(S(=O)(=O)Nc2ccc3c(c2)C(=O)N([C@H](C)CO)C[C@H](C)[C@H](CN(C)Cc2ccc(C(=O)O)cc2)OCCCC[C@@H](C)O3)cc1	4	-1	-3	-2	5[16.7 µM]	7	0.2	7
34	Cc1noc(/C=C/c2ccco2)c1S(=O)(=O)N1CCC(C(=O)N2CCc3ccccc32)CC1	-6	-41	4	5	4	-23	-0.3	9
35	CC=Cc1ccc2n(c1=O)C[C@H]1[C@H](CO)[C@@H](C(=O)Nc3ccc(-c4ccccc4)cc3)[C@@H]2N1C (mixture of isomers)	-4	-5	45	-1	4[16.7 µM]	1	0.2	1
36	COc1ccccc1NC(=O)c1nnn(Cc2ccccc2)c1NC(C)=O	0	.	5	.	12	4	.	-4

Next part.
nr	structure	RAD54 inh	RAD52 anneal inh	Cneo AK release	ERAP1 inh	miR-122 sensor	PGC1a acetyl inh	E-sel inducer	PglD DTNB
37	Cc1ccc(SCCC(=O)N2CCOCC2)cc1	-13	-3	0	-2	3	9	.	1
38	C[C@H]1CN([C@@H](C)CO)C(=O)c2c(c3ccccc3n2C)-c2ccccc2CO[C@H]1CN(C)C(=O)[C@@H]1CCCN1C	0	-8	2	-3	-4	-17	-0.1	-1
39	C[C@@H]1CN([C@H](C)CO)S(=O)(=O)c2ccc(C#Cc3cccc(F)c3)cc2O[C@@H]1CN(C)CC1CC1	3	59*	7	-1	9[16.7 µM]	-10	-1.4	0
40	N/C(=N\N=C\c1ccnc2ccccc12)SC1CC(=O)N(c2ccc(Br)cc2)C1=O (configuration not stated)	-6	.	-2	.	-2	8	.	0
41	CCOc1ccc2ccccc2c1/C=N/NC(=O)c1ccncc1	9	-10	-7	1	2	7	0.4	-7
42	N#Cc1cc(C#N)c(N2CCN(c3cccc(Cl)n3)CC2)nc1N	-11	.	-1	.	-8	-18	.	3
43	COCCNC(=O)C[C@@H]1CC[C@@H]2[C@H](COC[C@@H](O)CN2S(=O)(=O)c2ccccc2C)O1	3	33	91*	-1	36[16.7 µM]	1	0.2	-2
44	COCCn1c(N2CCCC2)nc2c1c(=O)[nH]c(=O)n2C	6	0	1	-3	-7	0	.	3
45	CCS(=O)(=O)NCC[C@@H]1CC[C@@H](NC(=O)C2CCCC2)[C@@H](CO)O1	-3	-10	3	0	-2[16.7 µM]	6	-0.5	2
46	CCc1nc2ccc(C(=O)Nc3cccc(OC)c3)cn2c1N(CC)CCN(C)C	0	1	2	-6	-3	-4	0.7	3
47	COc1ccc(NC(=O)N(C)C[C@H]2OCCCC[C@@H](C)Oc3ccc(NC(=O)Nc4cccc5ccccc45)cc3C(=O)N([C@@H](C)CO)C[C@H]2C)cc1	-4	.	-1	.	-12[16.7 µM]	6	0.2	-2
48	COc1cccc(C(=O)Nc2ccc3c(c2)C(=O)N(C)C[C@H](OC)[C@H](C)CN(C(=O)C2CCCC2)[C@@H](C)CO3)c1	5	25	-1	-1	10[16.7 µM]	.	0.0	4

3 compounds from above, limited to miR-122 sensor:
| entry | SMILES | miR-122 sensor |
| --- | --- | --- |
| 43 | COCCNC(=O)C[C@@H]1CC[C@@H]2[C@H](COC[C@@H](O)CN2S(=O)(=O)c2ccccc2C)O1 | 36[16.7 µM] |
| 44 | COCCn1c(N2CCCC2)nc2c1c(=O)[nH]c(=O)n2C | -7 |
| 45 | CCS(=O)(=O)NCC[C@@H]1CC[C@@H](NC(=O)C2CCCC2)[C@@H](CO)O1 | -2[16.7 µM] |

Other results.
nr	structure	RAD54 inh	RAD52 anneal inh	Cneo AK release	ERAP1 inh	miR-122 sensor	PGC1a acetyl inh	E-sel inducer	PglD DTNB
49	CCn1c(CNC(=O)COc2ccc(C(C)C)cc2)nnc1SCC(=O)Nc1ccc(F)cc1	9	.	-1	.	3	-13	.	-1
50	COc1cccc(CC(=O)Nc2cc(S(=O)(=O)N3CCOCC3)ccc2N2CCN(C)CC2)c1	-8	-10	-3	-1	.	3	1.8	2
51	CCOC(=O)C1=NNC(C(=O)c2ccccc2)C1c1ccc(OC)cc1 (configuration not stated)	5	.	1	.	-4	3	.	-8
52	CCCc1nc(SCC(=O)N2CCc3ccccc3C2)c2ccccc2n1	1	-5	-1	-1	-1	7	.	-1
53	Cc1ccc(NC(=O)NC(=O)c2cnccc2C(F)(F)F)c(C)c1	-3	10	-1	-2	1	.	.	-1
54	CC(Nc1ccc(Br)cc1)C(=O)NC(=O)NC1CCCCC1 (configuration not stated)	-1	1	4	4	1	8	0.2	-7
55	C[C@H](N)C(=O)NC[C@H]1O[C@@H](n2cnc3c(N)ncnc32)[C@H](O)[C@@H]1O	1	-8	-4	2	-3	7	1.2	11
56	C[C@H](CO)N1C[C@H](C)[C@H](CN(C)C(=O)Nc2ccccc2)Oc2ccc(NS(=O)(=O)c3ccc(F)cc3)cc2CC1=O	5	-21	1	1	2[16.7 µM]	-7	0.0	-4
57	CN(CC12CC3CC(CC(C3)C1)C2)C(=O)c1ccco1	4	-9	-2	3	-1	0	.	2
58	COCCN(CCOC)S(=O)(=O)c1ccc(C(=O)Nc2nc3c(s2)CCc2ccccc2-3)cc1	3	-3	0	4	9	-5	.	4
59	CCOCCOC(=O)COc1ccc2c(=O)c(Oc3ccc(OC)cc3)coc2c1	-22	-4	5	-3	0	.	.	-2
60	O=C(O)Cc1nc(-c2cccnc2)sc1-c1ccc(Br)cc1	-2	-41	1	-3	3	-4	25	-2
61	O=C(CCc1ccccc1O)N/N=C/c1ccc(Sc2cccc3cccnc23)o1	6	.	0	.	1	-4	.	3
